Assay outcomes from PubChem.
NPSR antag: neuropeptide S receptor (human) antagonism, cAMP; Q6W5P4; CHO-NPSR cells, cAMP TR-FRET, antagonist mode; Potency, µM (highest dose often 38.3 µM), without a hit: at the highest dose activity change, negative = inhibition, actives largely listed as inhibitors; 220,000 tested, 1% active; further: potency means the concentration at half of the fitted maximal effect; on the % scale 0 is the no-effect control and ±100 the full control effect; nearly all actives have a fitted effect of over 50% in size; many of its hits are not listed in these tables
Target sequence (Q6W5P4 whole entry, looked up): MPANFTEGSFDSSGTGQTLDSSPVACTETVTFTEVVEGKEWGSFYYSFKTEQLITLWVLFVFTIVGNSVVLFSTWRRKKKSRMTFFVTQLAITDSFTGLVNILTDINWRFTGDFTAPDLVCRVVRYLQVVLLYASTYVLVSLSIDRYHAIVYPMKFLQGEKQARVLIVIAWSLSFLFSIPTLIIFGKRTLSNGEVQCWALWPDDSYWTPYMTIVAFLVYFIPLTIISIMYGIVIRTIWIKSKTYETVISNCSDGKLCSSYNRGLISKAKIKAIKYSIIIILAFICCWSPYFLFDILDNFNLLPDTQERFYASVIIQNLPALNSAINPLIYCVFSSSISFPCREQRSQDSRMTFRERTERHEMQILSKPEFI
L3MBTL1 inh: inhibitors of human L3MBTL1 | AID 485360 | AlphaScreen L3MBTL1–H3K9me1 peptide binding | Q9Y468 | Potency, µM (titrated, usually from 57.1 µM), for inactives: at the highest dose activity, negative = inhibition, actives largely listed as inhibitors | 230,000 tested, 0.66% active; further: potency means the concentration at half of the fitted maximal effect; on the % scale 0 is the no-effect control and ±100 the full control effect; nearly all actives have a fitted effect of over 60% in size
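AlphaScreen proximity signal between nickel-chelate acceptor and streptavidin donor beads (final 10 ug/mL) reports binding of 50 nM L3MBTL1 to 75 nM biotin-H3 K9me1 peptide; complex incubated with compounds 30 min at room temperature; cefsulodin titration as control.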
IMPase Li cell: IMPase inhibition in cells with lithium potentiation. Potency, µM (top dose mostly 59.4 µM), for inactives: top-dose activity, negative = IMPase inhibition, actives largely listed as inhibitors. 210,000 tested, 0.35% active. CHO-M1 cells, IP1 TR-FRET (IP-One), carbachol + lithium. AID 1457;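 further: IP1 builds up when IMPase is blocked and the TR-FRET signal falls; potency means the concentration at half of the fitted maximal effect; plate controls were basal vehicle for no effect and high inhibitor control for full effect; nearly all actives have a fitted effect of over 50% in size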
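Test compounds were applied to CHO-M1 cells previously cultured for 16–30 h at 2000 per well. A small lithium amount accompanied them; after 30 min at 37C, IP1 was quantified by TR-FRET.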
Epigenetic derep: derepresses silenced GFP reporter in murine cells | murine LDR cells, GFP reporter derepression, 30 h | Potency, µM (series often up to 53.9 µM), for inactives: at the top dose GFP activation, usual class: activators | 280,000 tested, 0.2% active | AID 1865; further: potency means the concentration at half of the fitted maximal effect; % of control where 0% means no effect; nearly all actives have a fitted effect of over 60% in size
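In this reporter-derepression format, murine cells bearing a silenced integrated CMV-GFP locus incubate with test compound (30 h, 37 C), then are washed and imaged; fluorescent objects of 20–120 um count as induced cells.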
HttQ103 aggreg: reduces HttQ103-GFP aggregates in PC12 cells; PC12 HttQ103-GFP aggregates, Acumen cytometry, 40 h; 220,000 tested, 1.1% active; Potency, µM (top dose mostly 46.1 µM), inactives show top-dose activity change, negative = inhibition, usual class: inhibitors; further: potency means the concentration at half of the fitted maximal effect; on the % scale 0 is the no-effect control and ±100 the full control effect; nearly all actives have a fitted effect of over 60% in size
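PC12 cells stably carrying ecdysone-inducible HTT exon 1 Q103–GFP were induced with tebufenozide (100 nM final) and treated with library compounds in titration. GFP aggregates in lysates were counted by laser scanning cytometry.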
CBFb RUNX1 block: CBF-beta/RUNX1 interaction disruption | Q01196+Q13951 | Potency, µM (highest dose often 59.8 µM), for inactives: at the highest dose activity, negative = inhibition, usual class: inhibitors | AlphaScreen CBFb-His/RUNX1-biotin binding, biochemical | 230,000 tested, under 10 active; further: % of control where 0% means no effect
Target sequence (Q01196 whole entry, looked up): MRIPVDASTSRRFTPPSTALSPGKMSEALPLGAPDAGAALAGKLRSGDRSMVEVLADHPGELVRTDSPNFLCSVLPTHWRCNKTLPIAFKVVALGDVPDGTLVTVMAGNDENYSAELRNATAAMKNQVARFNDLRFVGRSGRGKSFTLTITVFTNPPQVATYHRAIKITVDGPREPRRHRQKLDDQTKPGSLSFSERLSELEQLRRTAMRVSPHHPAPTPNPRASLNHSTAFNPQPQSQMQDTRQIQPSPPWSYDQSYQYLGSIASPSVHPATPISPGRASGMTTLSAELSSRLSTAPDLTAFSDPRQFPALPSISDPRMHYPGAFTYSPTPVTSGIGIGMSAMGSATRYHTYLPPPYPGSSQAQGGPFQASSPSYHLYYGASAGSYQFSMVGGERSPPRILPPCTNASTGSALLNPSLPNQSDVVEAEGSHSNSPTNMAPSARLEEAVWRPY
Target sequence (Q13951 whole entry, looked up): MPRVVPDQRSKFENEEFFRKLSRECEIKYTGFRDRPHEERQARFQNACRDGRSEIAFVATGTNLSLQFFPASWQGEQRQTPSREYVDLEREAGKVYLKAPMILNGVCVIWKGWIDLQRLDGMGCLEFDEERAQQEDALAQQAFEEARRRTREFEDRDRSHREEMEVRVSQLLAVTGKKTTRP
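AlphaScreen binding: CBFb-His and RUNX1-biotin (30 nM each) preincubated 20 min, compound added for 15 min, then nickel and streptavidin beads for 90 min, all at room temperature. Disruption of the interaction by any mechanism counts as activity.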
KinaseGlo FLuc: counter-screen: inhibitors of Kinase-Glo firefly luciferase; Kinase-Glo luciferase, ATP luminescence, 8 min; 200,000 tested, 0.28% active; Potency, µM (doses to about 38.3 µM), for inactives: top-dose activity change, negative = inhibition, usual class: inhibitors; Q27757; further: potency means the concentration at half of the fitted maximal effect; on the % scale 0 is the no-effect control and ±100 the full control effect; nearly all actives have a fitted effect of over 60% in size
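Luminescence was the read-out, taken after 8-minute incubation at ambient temperature. Luciferase turned over luciferin with 10 uM ATP in imidazole pH 7.2 buffer containing KCl, MgCl2, Tween 20 and BSA.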
Starred values were filed as active, the others as inactive; ? = inconclusive; · = no result given; [ ] = another dose, or the depositor's remark. The call rests on the fitted dose curve; in most records, active means well fitted curve in the direction sought with a large enough effect; inconclusive means small, poorly fitted or top-dose-only effect, or another doubt; inactive means no such curve, though single readings can be large; an effect the other way counts as inactive or inconclusive.

mol	NPSR antag	L3MBTL1 inh	IMPase Li cell	Epigenetic derep	HttQ103 aggreg	CBFb RUNX1 block	KinaseGlo FLuc
Cc1c(C(=O)O)cnc2cc(-c3ccc(Cl)cc3)nn12	-15%[46.1 µM]	5%	22%[38.3 µM]	0.0%	-1%	8%	-4%
COc1cccc(CNn2cn[nH]c2=S)c1OCc1ccccc1	-25%	-8%	15%	4.7%	-2%	-3%	0%
COc1ccc(N(C(=O)c2ccco2)S(=O)(=O)c2ccc(F)cc2)cc1	-5%[46.1 µM]	8%	28%	7.2%	-30%	20%	6%
CCC(C)NC(=O)c1ccc(C2SCC(=O)N2Cc2ccccc2)cc1 (configuration not stated)	24%	8%	-4%	2.1%	-2%[9.22 µM]	0%	-2%
CCOc1ccc(NC(=O)c2ccncc2)cc1	-3%[46.1 µM]	·	7%[38.3 µM]	0.0%	9%	7%	-2%
O=C(NCc1cccnc1)NC1(C(F)(F)F)Oc2ccccc2O1	-11%[46.1 µM]	2%	·	-1.0%	3%	-4%	·
COc1cc(CNCc2ccccc2)c(Br)cc1OC1CCCC1	?	4%[11.4 µM]	8%	-1.2%	-18%	8%	2%
Cc1nn(C)c2ncc(C(N)=O)c(Oc3ccc(Cl)cc3)c12	11%	-3%	·	1.1%	-22%[9.22 µM]	13%	·
O=C(CSc1ncn[nH]1)Nc1nsc(-c2ccccc2)n1	3%	11%	-12%	-1.9%	?	1%	1%
CCOC(=O)C1C(=O)NC(SC)=C(C#N)C1c1ccccc1F (configuration not stated)	-19%[46.1 µM]	-3%	3%[38.3 µM]	-0.8%	-3%[9.22 µM]	5%	0%
COc1cccc(-c2nnc(-c3ccccc3NC(=O)c3ccc(C(C)(C)C)cc3)o2)c1	31%	2%	·	1.5%	-18%[9.22 µM]	4%	·
Cc1cc2cc(CNC(=O)NC3CCCCC3)ccc2n1C	?	-1%	?	0.1%	-7%	-6%	3%
C=C(C)C(=O)Nc1ccc2c(c1)OCCOCCOCCO2	9%	3.5µM*	·	-1.1%	0%[9.22 µM]	?	·
CC(=O)Nc1nc(=O)c2ccccc2s1	-10%[46.1 µM]	1%	-7%[38.3 µM]	2.8%	-14%	7%	-1%
COc1ccccc1NC(=O)N1CCN(CCc2ccccc2)CC1	1%	·	·	-1.9%	-3%[9.22 µM]	9%	·
O=C(O)[C@H]1NCCC[C@H]1C(=O)O	5%[46.1 µM]	·	5%	-1.2%	·	14%	-2%
Cc1nnsc1NC(=O)OCc1ccc(C(F)(F)F)cc1	1%[46.1 µM]	6%	1%[38.3 µM]	-0.1%	-5%	5%	-1%
O=C(O)c1cn(-c2ccccc2)c(=O)c2ccccc12	-6%[46.1 µM]	·	14%[38.3 µM]	-1.2%	2%	-1%	1%
CCNc1c(NC(C)=O)c(=O)oc2ccccc12	8%	-4%	-6%	0.0%	-10%	-11%	0%
O=C(/C=C/c1ccccc1Cl)Nc1cccc(O)c1	-15%	·	2%	-1.7%	-18%	-10%	-23%
O=C(CSc1nnc(-c2ccccn2)o1)Nc1ccccc1	3%	-10%	0%	2.1%	·	-17%	0%
Cc1cccc(C(=O)N2CCN(c3ccccn3)CC2)c1	-2%[46.1 µM]	-1%	-4%	1.2%	0%	-13%	-2%
CN(C)C(=O)c1cn(-c2ccccc2)nc1-c1cc2ccccc2oc1=O	-21%	·	8%	-1.9%	13%	13%	1%
O=C(Oc1c(-c2ccccc2)oc2ccccc2c1=O)c1ccccc1	?	12%	12%[38.3 µM]	2.8%	?	16%	-2%
c1ccc2c(N3CCCCCC3)nc(-c3ccncc3)nc2c1	-27%[46.1 µM]	·	32%[38.3 µM]	1.8%	-12%	6%	0%
Cc1ccc(C(=O)N(Cc2cccnc2)Cc2cc3cc(C)ccc3n3nnnc23)cc1	-43%	-11%	0%	0.0%	·	1%	-1%
O=C(Nc1ccccc1)N1CCN(c2nc(-c3ccccc3)ns2)CC1	-28%	·	·	-2.3%	9%[9.22 µM]	9%	·
COc1ccc(Cn2nnnc2CN(Cc2cc3cc(C)ccc3[nH]c2=O)C2CCCC2)cc1	-6%[46.1 µM]	-1%	9%[38.3 µM]	0.0%	-25%	7%	1%
CCCN1CCC(N2CCN(c3ccccc3OC)CC2)CC1	-8%[46.1 µM]	1%	-6%[38.3 µM]	-1.0%	0%	-2%	-6%
O=C(COC(=O)/C=C/c1ccc(F)cc1)Nc1cccc(S(=O)(=O)N2CCCC2)c1	-8%	0%	12%	-1.6%	22%	-4%	5%
COc1ccc(/C=N/Nc2cc(=O)n(C)c(=O)n2C)cc1OC	3%	-23%	8%	-1.5%	5%	-4%	-5%
CC(=O)Nc1ccc(N=Cc2c(O)c(C(=O)Nc3ccccc3)cc3ccccc23)cc1	-44%	-3%	5%	3.9%	?	-9%	?
Cc1occc1-c1nnc(SCC(=O)NC2CCCC2)n1-c1ccccc1	-8%[46.1 µM]	-8%	5%	4.7%	-7%	8%	2%
Cc1ccccc1NS(=O)(=O)c1ccc(OCC(=O)NCc2ccccn2)cc1	-2%	3%[11.4 µM]	3%	1.1%	-6%	4%	2%
CCOc1ccc(Nc2nc(Cc3nnc(SCC(=O)N(CC)CC)n3C)cs2)cc1	-21%[46.1 µM]	-3%	1%	3.1%	-12%	11%	-2%
Cc1ccccc1-n1ccnc1SCC(=O)O	-7%[46.1 µM]	·	2%[38.3 µM]	-2.5%	12%	3%	-3%
CSCCC(NC(=O)c1ccccc1)C(=O)NC1CC1 (configuration not stated)	-17%[46.1 µM]	-2%	4%	1.3%	-6%	6%	8%
O=C(CSCc1ccccc1)Nc1nccs1	4%[46.1 µM]	-7%	-6%[38.3 µM]	-1.7%	4%	11%	-3%
CCCCN=Cc1sc2ccc(OCC)cc2c1O	-23%[46.1 µM]	·	68%[activator][38.3 µM]	0.0%	-8%	-10%	-8%
Cc1cccn2cc(-c3c[nH]c4ccccc34)nc12	27%	-28%	7%	-1.3%	15%	-7%	2%
O=C(/C=C/c1ccccc1)Oc1cccc(C(=S)N2CCOCC2)c1	31%	·	3%	0.4%	-11%	8%	-3%
CC(C)(C#CC(O)(c1ccccc1)c1ccccc1)N1CCCC1	-6%	1%	32%[activator]	0.2%	1%[9.22 µM]	4%	0%
CCN(CCCNC(=O)Cn1cc2c(n1)CCCC2)c1cccc(C)c1	-19%[46.1 µM]	-14%	21%[38.3 µM]	0.0%	-9%	-3%	-1%
CN(C)c1ccc(C=C2C(=O)OC(C)(C(C)(C)C)OC2=O)cc1 (configuration not stated)	0%[46.1 µM]	-6%	?	-0.9%	5%	-2%	-3%
CCOc1ccc(C(=O)N2CCC(C(=O)c3ccc4c(c3)OCCO4)CC2)cc1	-14%[46.1 µM]	·	13%[38.3 µM]	1.2%	-29%	-7%	-1%
COc1ccc(-n2nnc3c(=O)n(Cc4ccccc4C)cnc32)cc1	-10%[46.1 µM]	?	0%[38.3 µM]	2.0%	11%	-1%	-1%
Cc1[nH]n(-c2ccc(Cl)cc2)c(=O)c1C(=O)c1ccccc1	37%	4%	2%	2.1%	4%[9.22 µM]	13%	-3%
Cn1c(=O)[nH]c(=O)c2c1nc(CN1CCN(c3ccccc3F)CC1)n2CC(N)=O	7%[46.1 µM]	4%	9%	0.0%	-17%	-4%	-1%
O=C1CCCCCN1CP(=O)(O)CN1CCCCCC1=O	6%	5%	·	1.1%	-12%[9.22 µM]	4%	·
Cc1ccc2c(c1)N(CCC(=O)NC(C)C)C(=O)CO2	-3%[46.1 µM]	·	20%[38.3 µM]	2.7%	10%	2%	-1%
O=C1C(=C(O)c2ccccc2)C(=O)c2ccccc21	-13%[46.1 µM]	20%	2%[38.3 µM]	?	?	11%	-2%
CCOC(=O)c1ccc(NC(=O)C23CCC(C)(C(=O)O2)C3(C)C)cc1 (configuration not stated)	-15%[46.1 µM]	·	38%[activator][38.3 µM]	-1.9%	18%	0%	0%
N#Cc1ccc(C(=O)Nc2ccn(-c3ccccc3)n2)cc1	11%	9%	21%	0.0%	2%	7%	1%
Cc1cccc(NC(=O)Cn2c(O)c(N=NC(N)=S)c3ccccc32)c1	-14%	·	·	-1.1%	-9%[9.22 µM]	7%	·
CC(=O)Nc1ccc(S(=O)(=O)Oc2cccc(N3C(=O)C4CCCCC4C3=O)c2)cc1 (configuration not stated)	-3%[46.1 µM]	8%	47%[activator][38.3 µM]	-1.1%	-2%	3%	1%
Cc1nc2ccc(NC(=O)N(C(C)C)C(C)C)cc2s1	-9%[46.1 µM]	·	20%[38.3 µM]	2.9%	3%	-2%	-2%
Cc1ccc(-c2nn3c(C)nnc3c3ccccc23)cc1S(=O)(=O)NC(C)c1ccccc1 (configuration not stated)	?	-2%	-9%[38.3 µM]	-0.1%	6%	3%	-1%
COC(=O)c1ccccc1NC(=O)C/C(C)=N/NC(=O)CC#N	-7%	-17%	13%	-1.1%	-6%[9.22 µM]	0%	-1%
CC1(C)N=C(N)NC(Nc2cccc(Br)c2)=N1	-4%[46.1 µM]	·	22%[38.3 µM]	1.0%	0%	-2%	-3%
c1ccc(Oc2cccc(OCCCn3cncn3)c2)cc1	-13%[46.1 µM]	·	-2%[38.3 µM]	-1.0%	-7%	9%	0%

The list continues:
mol	NPSR antag	L3MBTL1 inh	IMPase Li cell	Epigenetic derep	HttQ103 aggreg	CBFb RUNX1 block	KinaseGlo FLuc
Cc1ccc(NC(=O)c2ccc([N+](=O)[O-])o2)cc1C	-6%	-23%	-1%	1.7%	?	-23%	-19%
CCN1CCc2c(C#N)c(N3CCCCC3)nc(NCc3ccccc3)c2C1	?	·	6%[38.3 µM]	0.2%	21%	-8%	2%
CC1(C)C(c2ccccc2)=NC(c2ccc(F)cc2)N1O (configuration not stated)	-5%[46.1 µM]	-2%	-1%[38.3 µM]	-2.2%	13%	-3%	-6%
O=C(C1CCC(CNS(=O)(=O)c2cccc3cccnc23)CC1)N1CCc2ccccc21 (configuration not stated)	?	·	-4%[38.3 µM]	-2.7%	?	-7%	2%
Cc1cnc(CNc2nc(-c3ccc(N(C)C)cc3)nc3ccccc23)cn1	·	·	18%	?	·	·	-2%
Cc1ccc(S(=O)(=O)N2CCC(C(=O)OCc3ccc([N+](=O)[O-])cc3)CC2)cc1	-12%	15%	17%	-3.0%	2%	-17%	-2%

Some of the compounds tested (hit frequency here may not be typical).
